Screening results deposited in PubChem BioAssay by several laboratories.
PRMT1 FP inh – blocks human protein arginine methyltransferase 1; 370,000 tested, 1.3% active; recombinant PRMT1, activity-based probe fluorescence polarization; inhibition, % at 2.79 µM; Q99873;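 active means inhibition above about 21% made by adding two undisclosed values, limit read from the data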
UHRF1 MBD2 ctr – human UHRF1 methylated DNA binding inhibitors | 370,000 tested, 0.75% active | inhibition, % at 4.4 µM | Q96T88 | UHRF1 binding to methylated oligo, TR-FRET; in the data active means inhibition above about 21%;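 further: UHRF1 SRA domain binding a hemimethylated CpG hairpin DNA probe; 0% = median of test compound wells and 100% = reference inhibitor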
Target sequence (Q96T88 whole entry, looked up, the tested form may be a part): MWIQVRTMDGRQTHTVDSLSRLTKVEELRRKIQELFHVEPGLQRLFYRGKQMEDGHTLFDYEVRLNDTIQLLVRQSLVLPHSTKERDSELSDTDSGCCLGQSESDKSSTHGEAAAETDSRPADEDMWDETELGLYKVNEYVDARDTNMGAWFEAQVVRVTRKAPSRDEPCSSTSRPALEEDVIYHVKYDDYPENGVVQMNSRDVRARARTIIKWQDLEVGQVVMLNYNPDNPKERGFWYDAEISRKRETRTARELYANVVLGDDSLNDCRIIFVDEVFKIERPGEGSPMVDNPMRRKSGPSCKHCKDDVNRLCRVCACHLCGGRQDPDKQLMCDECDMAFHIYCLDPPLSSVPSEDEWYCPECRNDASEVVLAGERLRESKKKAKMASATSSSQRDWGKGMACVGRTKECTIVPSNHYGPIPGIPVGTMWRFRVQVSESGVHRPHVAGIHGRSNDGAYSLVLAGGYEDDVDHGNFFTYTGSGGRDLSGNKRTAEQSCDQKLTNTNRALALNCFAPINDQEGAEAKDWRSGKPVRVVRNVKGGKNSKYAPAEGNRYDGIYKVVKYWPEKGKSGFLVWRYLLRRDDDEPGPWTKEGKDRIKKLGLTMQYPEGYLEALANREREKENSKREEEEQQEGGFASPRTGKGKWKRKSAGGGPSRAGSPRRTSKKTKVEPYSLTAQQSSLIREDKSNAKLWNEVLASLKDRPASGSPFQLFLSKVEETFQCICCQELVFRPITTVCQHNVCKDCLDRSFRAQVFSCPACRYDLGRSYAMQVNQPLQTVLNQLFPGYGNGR
rCAG binder – molecules binding r(CAG) RNA repeats. inhibition, % at 3 µM. AID 651821. 370,000 tested, 1.3% active. r(CAG) RNA repeat, TO-PRO-1 dye displacement fluorescence;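 active means inhibition above the plate cutoff, the mean of all test compounds on that plate plus 3 SD, cut at about 35% in these data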;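 further: 0% = DMSO alone and 100% = 100 µM mitoxantrone as full dye displacement; higher means more dye released from RNA so lower well fluorescence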
HTRA1 inh – blocks human HTRA1 serine peptidase | Q92743 | recombinant HTRA1, FP-rhodamine activity-based probe, fluorescence polarization | inhibition, % at 5.96 µM | 340,000 tested, 0.5% active | AID 504803; in the data active means inhibition above about 36%;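 further: 0% = enzyme with DMSO and 100% = wells lacking enzyme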
ABHD4 inh – inhibits mouse alpha/beta hydrolase domain 4; Q8VD66; purified mABHD4, FP-Rh probe fluorescence polarization; inhibition, % at 8.92 µM; 370,000 tested, 0.54% active; AID 720543;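 active means inhibition exceeding the mean over every tested compound plus 3 SD, cut at about 30% in these data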;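 further: 0% = plate median of compound wells and 100% = S159A mutant with DMSO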
Target sequence (Q8VD66 whole entry, looked up, the tested form may be a part): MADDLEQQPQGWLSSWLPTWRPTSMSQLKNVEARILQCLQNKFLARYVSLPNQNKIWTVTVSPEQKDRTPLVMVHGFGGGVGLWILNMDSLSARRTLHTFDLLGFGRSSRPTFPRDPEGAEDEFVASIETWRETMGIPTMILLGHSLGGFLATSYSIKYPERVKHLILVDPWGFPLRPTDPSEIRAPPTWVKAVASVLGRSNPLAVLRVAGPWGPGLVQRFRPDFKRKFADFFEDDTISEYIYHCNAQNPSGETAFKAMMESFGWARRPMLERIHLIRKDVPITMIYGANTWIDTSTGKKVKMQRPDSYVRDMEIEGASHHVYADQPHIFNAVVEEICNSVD
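assay system = mABHD4 protein | compound dosing = single nominal dose of 8.92 µM, 0.89% DMSO final | read-out basis = percent inhibition of probe binding, normalized to plate controls | schedule = Enzyme–compound pre-incubation 45 min, then probe 60 min, both 25 °C | detection = fluorescence polarization, excitation 525 nm, emission 598 nm, BODIPY TMR filters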
GC-A act – GC-A (human) enzyme activation. P16066. 370,000 tested, 0.14% active. activation, % at 10 µM. HEK293 GC-A cells, cGMP TR-FRET, EC30 ANP; 0% at EC30 ANP, 100% saturating ANP; in the data active means activation above about 40%
TCR CD3 inh – inhibitors of human TCR-CD3 interaction. TAMRA-labeled TCR probe fluorescence, biochemical. inhibition, % at 9.4 µM. 360,000 tested, 0.37% active. AID 651800; in the data active means inhibition above about 19%;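 further: recombinant mutant TCR 2C K166C tagged with TAMRA read by polarization; 0% = receptor in buffer alone and 100% = receptor with positive control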
MBD2 DNA inh – MBD2-methylated oligo binding inhibition; AID 686964; inhibition, % at 4.4 µM; TR-FRET, MBD2 binding to methylated oligonucleotide; 370,000 tested, 0.31% active; Q9UBB5; in the data active means inhibition above about 13%
SIAE primary – inhibitors of human sialic acid acetylesterase SIAE. Q9HAT2. SIAE FP-Rh probe binding, fluorescence polarization. inhibition, % at 9.66 µM. 370,000 tested, 0.69% active. AID 1053197;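 active means inhibition above a cutoff: mean of compounds within the control limits plus 3 SD of those, cut at about 17% in these data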;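 further: 0% = plate median of compound wells and 100% = probe without SIAE protein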
NPR2 activator – GC-B (human) receptor activation. P20594. HEK293-GC-B cells, CNP EC30, cGMP TR-FRET; 0% at EC30 CNP, 100% saturating CNP. activation, % at 10 µM. 370,000 tested, 0.11% active. AID 1920062;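 active means activation at 10 µM reaching about 35% in either raw or pattern-adjusted values, limit read from the data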
* hit, by the source's call; / = not tested or not shown.

SMILES | PRMT1 FP inh | UHRF1 MBD2 ctr | rCAG binder | HTRA1 inh | ABHD4 inh | GC-A act | TCR CD3 inh | MBD2 DNA inh | SIAE primary | NPR2 activator
CC(=O)O[C@@H]1C[C@@]2(C)[C@@H](CC[C@H]2[C@@H](C)/C=C\CC(C)C)C2=C[C@@H](O)[C@@]3(O)C[C@@H](O)[C@H](O)C[C@]3(CO)[C@]21O | -2 | 2 | 1 | / | -2 | 8 | 2 | 4 | -3 | -5
CC(C)(C)Cc1cc(N)on1 | -4 | 0 | 2 | -2 | 0 | 2 | 8 | -6 | -5 | 1
CCN(CCNC(=O)C1CCN(S(=O)(=O)c2cccc3nsnc23)CC1)c1ccccc1 | 1 | -2 | 0 | -5 | 6 | 2 | 3 | 1 | 0 | -2
COc1ccc(CCn2c(SCCN3CCCCC3)nc3ccccc3c2=O)cc1OC | -3 | -7 | -7 | -9 | -1 | -8 | 8 | -2 | -5 | -9
Cn1cnnc1SCC(=O)Nc1ccc(OC(F)F)cc1 | 0 | -2 | 3 | 4 | 1 | 0 | -3 | -3 | -4 | 0
CN1CCS/C1=C/C=C1\SC(=S)N(CC(=O)O)C1=O | -78 | -105 | -354 | -5 | -10 | -12 | 4 | -38 | 1 | -16
O=C(CSc1n[nH]c(-c2ccc(S(=O)(=O)N3CCCCC3)cc2)n1)Nc1nccs1 | -1 | 1 | 39* | -9 | -39 | 3 | 8 | 3 | -39 | 0
O=S1(=O)c2c(F)cccc2OC(COCc2ccccc2)CN1C1CCCC1 (stereo not given) | -3 | -1 | 1 | -21 | -13 | 4 | 4 | -7 | -3 | 2
Oc1ccc(/C=N/NC(=S)Nc2cccnc2)cc1O | 4 | -2 | 3 | 15 | 26 | -5 | 24* | -9 | 7 | -4
CCOc1ccc(OCCCN(C)C)cc1 | 0 | 3 | 1 | 4 | 10 | -1 | -5 | -1 | 2 | 0
C[C@@H](NC(=O)Cn1ccc(NC(=O)OCc2ccccc2)nc1=O)c1cccc2ccccc12 | -1 | -2 | 11 | -51 | -5 | -1 | 3 | -10 | -5 | -2
CC(C)(C)OC(=O)/C=C/[C@@H](CCCCl)Sc1ccc(C(C)(C)C)cc1 | 4 | -4 | 4 | / | -4 | 1 | / | -1 | 5 | 7
Cc1ccc(NC(=O)N2CCCCCC2)c(C)c1 | 1 | 1 | 1 | -2 | -6 | 1 | -4 | 3 | -4 | -3
O=C(Nn1cnnc1)c1ccc([N+](=O)[O-])cc1Cl | 7 | 6 | -3 | 7 | 3 | 3 | -3 | -1 | -1 | 2
Cc1ccc(CNC(=O)c2ccc(Cn3nc(C)cc3C)o2)cc1 | 11 | 2 | -1 | -11 | 0 | 0 | 0 | 0 | 5 | 1
C/C(=N/NC(=O)CNC(=O)Cc1ccccc1)c1ccco1 | 4 | -1 | -2 | 4 | -4 | -2 | 1 | -4 | -1 | -3
COc1ccc(F)cc1C(=O)C1CCCN(C(=O)CCc2ccccn2)C1 (stereo not given) | -2 | 2 | 1 | -4 | -2 | -2 | -5 | 4 | 10 | 5
COc1ccc(NC(=O)/C(C#N)=C/c2c(C)nn(-c3ccc(F)cc3)c2Cl)cc1OC | 0 | -2 | 2 | -8 | -9 | 30 | 3 | 4 | 1 | 4
O=C(NCC1CCCO1)C1CCC(=O)N1CCc1ccccc1 (stereo not given) | 0 | 0 | 2 | 4 | -6 | -2 | -2 | 3 | 1 | 2
Cc1cccc(NC(=S)NCC2CCCO2)c1 (stereo not given) | 4 | 2 | -5 | -3 | 1 | 5 | -8 | 6 | 2 | 1
CC(C)(C)NC(=O)c1cccc(NC(=O)c2ccco2)c1 | -3 | 4 | -1 | -3 | -7 | 0 | -6 | -3 | -6 | -1
Cc1ccccc1-n1c(SCC(=O)Nc2cccc3ccccc23)nc(O)cc1=O | 28* | 7 | 43* | -29 | -95 | -4 | -1 | 3 | -21 | -1
Cc1cccc(Cn2c(=O)c3c(nc4n3CCN4Cc3ccco3)n(C)c2=O)c1 | 1 | 3 | -4 | -6 | -3 | 4 | -1 | 1 | -3 | -4
CC(=O)Nc1cccc(NC(=O)CCCC2CCCCC2)c1 | 4 | 3 | -6 | -11 | -7 | 4 | -8 | 1 | -1 | 0
Cc1cc(Cl)c2oc(C(=O)N3CCN(c4cnccn4)CC3)c(C)c2c1 | 1 | -1 | 2 | -16 | -5 | -4 | 4 | -9 | 4 | 3
C=CCSC(=S)NC1CCS(=O)(=O)C1 (stereo not given) | 1 | -2 | 3 | -3 | -2 | 0 | 4 | 0 | 5 | 4
CCCCCn1c(=NC(=O)c2cccnc2)c(C#N)cc2c(=O)n3cccc(C)c3nc21 | 2 | 0 | 6 | -2 | 0 | -2 | 3 | -4 | 2 | -12
Cc1cccc(C(=O)NC(CC(=O)O)c2ccc(OC3CCCC3)cc2)c1[N+](=O)[O-] (stereo not given) | 2 | 1 | 20 | -1 | 3 | 0 | -1 | 9 | -2 | 0
CCC(C)n1c(SCC(=O)NC2CCCC2)nc2ccccc2c1=O (stereo not given) | 0 | 1 | -6 | -6 | -8 | -7 | -5 | 0 | 0 | -9
CCN(CC(=O)Nc1ccc(N2CCOCC2)cc1)C(=O)c1ccc(C(F)(F)F)cc1 | 1 | 2 | 0 | 2 | -1 | 6 | 3 | 1 | -2 | 1
CCC(=O)Nc1ccc(-n2nnnc2SCC(=O)NNC(=O)c2ccco2)cc1 | 0 | -1 | -1 | / | 0 | 0 | 4 | -3 | 2 | 1
Cc1ccsc1/C=C1\SC(N2CC(C)OC(C)C2)=NC1=O (stereo not given) | 12 | 1 | -2 | 6 | -4 | -1 | -2 | 2 | 4 | 1
Cc1cc(N2CCN(c3ccccc3F)CC2)nc2cc(O)ccc12 | 3 | 4 | 0 | -4 | -12 | 3 | 1 | 4 | 6 | -9
CCCC/C(C)=N/NC(=O)C(=O)NCCc1ccccc1 | -3 | 1 | -1 | -2 | 5 | 2 | -6 | -6 | 10 | -2
CC(C)(O)C(=O)N/N=C\c1ccc(OC/C=C/c2ccccc2)cc1 | 2 | 2 | -3 | -6 | -20 | 3 | 2 | 5 | 4 | 0
Cn1c2ccccc2c2nnc(SCC(=O)NC3CCCC3)nc21 | 1 | -2 | 4 | 3 | 2 | 0 | 5 | -5 | 2 | 9
Cc1cccc(CN2[C@H](CO)C=CS2(=O)=O)c1 | -2 | 1 | 2 | / | 3 | 4 | 3 | -2 | -5 | 2
Cc1cc(OCC(=O)Nc2ccccc2N2CCOCC2)c(C(C)C)cc1Cl | 2 | 1 | 2 | -23 | -9 | 8 | -7 | -6 | -3 | -4
Cc1ccc(N(CC(=O)NCc2ccco2)S(=O)(=O)c2ccccc2)cc1 | 7 | 7 | 4 | -4 | -1 | -4 | -2 | -2 | 3 | 2
COc1ccc(OC)c(NC(=O)CCNC(=O)N2CC(=O)Nc3ccccc32)c1 | -2 | -1 | -1 | 2 | 5 | 3 | 3 | 0 | 5 | 0

As a short view, some entries already given:
SMILES | PRMT1 FP inh | UHRF1 MBD2 ctr | rCAG binder | HTRA1 inh | ABHD4 inh | GC-A act | TCR CD3 inh | MBD2 DNA inh | SIAE primary | NPR2 activator
Cc1cccc(C(=O)NC(CC(=O)O)c2ccc(OC3CCCC3)cc2)c1[N+](=O)[O-] (stereo not given) | 2 | 1 | 20 | -1 | 3 | 0 | -1 | 9 | -2 | 0
CCC(C)n1c(SCC(=O)NC2CCCC2)nc2ccccc2c1=O (stereo not given) | 0 | 1 | -6 | -6 | -8 | -7 | -5 | 0 | 0 | -9
CCN(CC(=O)Nc1ccc(N2CCOCC2)cc1)C(=O)c1ccc(C(F)(F)F)cc1 | 1 | 2 | 0 | 2 | -1 | 6 | 3 | 1 | -2 | 1

(listing goes on)
SMILES | PRMT1 FP inh | UHRF1 MBD2 ctr | rCAG binder | HTRA1 inh | ABHD4 inh | GC-A act | TCR CD3 inh | MBD2 DNA inh | SIAE primary | NPR2 activator
CCNC(=O)C1(C)CCCN1C(=O)c1ccc(F)c(Cl)c1 (stereo not given) | -3 | -3 | 0 | / | -1 | 2 | 0 | 1 | 1 | 5
COc1ccc2nc(-c3ccccc3)cc(C(=O)OCC(=O)N3CCCCC3)c2c1 | 0 | 0 | 11 | -65 | -25 | -1 | 7 | 1 | -12 | 4
COc1ccc2cc(/C=C3\SC(=S)NC3=O)c(N3CCOCC3)nc2c1 | -1 | 0 | 65* | -23 | -18 | 8 | -1 | -10 | -21 | -7
COC(=O)C1CCN(C(=O)c2ccc(OC)c(S(=O)(=O)N3CCCc4ccccc43)c2)CC1 | 1 | 1 | 3 | -1 | -1 | 0 | 4 | 0 | -4 | 2
COc1ccc(/C=C2\C(=N)N3N=C(CC(=O)N4CCCCC4)SC3=NC2=O)cc1 | 0 | 9 | 20 | -2 | -1 | 1 | 4 | 2 | -7 | -4
O=C(Nc1ccc(S(=O)(=O)Nc2cnc3ccccc3n2)cc1)c1cccc(OC(F)F)c1 | 8 | 0 | 55* | -39 | -14 | 9 | 1 | 6 | -4 | 5
CC(=O)c1ccc(Oc2ncnc3sccc23)c(CN2CCOCC2)c1 | -3 | 2 | -4 | 11 | 3 | 1 | 2 | -2 | 0 | 2
O=C(Oc1cccccc1=O)c1ccccc1 | 3 | 4 | -6 | 5 | -2 | -1 | -1 | 7 | -11 | 4
O=C(C1CCC(=O)N1Cc1ccccc1Cl)N1CCN(c2cccc(Cl)c2)CC1 (stereo not given) | -1 | -5 | -1 | 7 | 1 | -28 | -5 | -1 | 7 | -10
Cc1ccc(-c2nc3ccc(Br)cn3c2Cc2cccc(F)c2)cc1 | 4 | 10 | 26 | / | -19 | 17 | -3 | -3 | -1 | 16
C[C@]12CC[C@@H]3c4ccc(O)cc4CC[C@H]3[C@@H]1C[C@@H](O)[C@@H]2O[C@@H]1O[C@H](C(=O)O)[C@@H](O)[C@H](O)[C@H]1O | -2 | 0 | 4 | 3 | 5 | -3 | 1 | 0 | 4 | -5
O=C(COc1ccc(F)cc1Cl)NC1CCCCCC1 | 4 | 6 | 2 | -8 | -12 | -4 | -5 | 3 | 5 | 4
C=CCOc1ccc(S(C)(=O)=O)cc1 | -2 | 0 | -1 | 0 | -2 | 2 | 6 | -3 | -5 | 3
O=C(c1cc(Cl)cc(Cl)c1)N1CCC(=O)N(C(COCc2ccccc2)Cc2ccccc2)CC1 (stereo not given) | 1 | 16 | 5 | -25 | -6 | -3 | -13 | 8 | 2 | 0
CCCCN1C(N)=NC[C@@H]1c1ccccc1 | -3 | -1 | 5 | 2 | 5 | 3 | 4 | -2 | -3 | 8
Cc1cccc(CN2CCc3c([nH]c4ccccc34)C2C(C)(C)C)n1 (stereo not given) | -6 | -4 | -6 | -3 | 2 | -1 | 4 | -2 | 4 | 0
O=S(=O)(CCN1CCSCC1)c1ccccc1 | -2 | 0 | -1 | 7 | -4 | -3 | 0 | 4 | -1 | 0
COc1ccc(CCNC(=O)Cn2cccc2C(=O)c2ccccc2C)cc1OC | 2 | -1 | -4 | -8 | 7 | -1 | -1 | -4 | -5 | -3
COc1ccccc1OCC(=O)N1CCNC1=O | -4 | -2 | -1 | -2 | -2 | 0 | 1 | 4 | -2 | 0
O=C(CN1NS(=O)(=O)c2ccccc2C1=O)Nc1ccccc1OC(F)F | -1 | -1 | 3 | -1 | 3 | -2 | 6 | 2 | 19* | 0
CCOc1ccc(NC(=O)CN(C)C(=O)/C=C/c2ccco2)cc1OCC | 2 | -1 | 2 | -1 | 6 | -4 | 8 | -1 | -2 | -3
Cc1cn([C@H]2C[C@H](O)[C@@H](CCC(=O)NCCc3c[nH]c4ccccc34)O2)c(=O)[nH]c1=O | -1 | 1 | 0 | 7 | -3 | -1 | 5 | -4 | 5 | -4

Only part of the results is shown; the hit share may differ from the screen's.
